AMA1 RON2 block = inhibitors of Plasmodium falciparum AMA1-RON2 interaction; Potency, µM (highest dose often 58.2 µM), without a hit: top-dose activity change, negative = inhibition, most hits filed as inhibitors; AlphaScreen AMA1-biotinylated RON2 peptide binding; actives 0.2% (n = 360,000);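 also: potency is read from the fitted curve at half-maximal effect; 0% = vehicle wells and -100% = peptide control; nearly all actives have a fitted effect of over 45% in size; some results filed as inactive show a strong effect at the top dose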
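AMA1 (3D7) with his tag at 25 nM final met compounds first, then biotinylated RON2 peptide at 25 nM; detection used donor plus acceptor beads, 10 µg/mL apiece, read by AlphaScreen after 30 min at room temperature.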
TbPYK inhibitor = inhibitors of Trypanosoma brucei pyruvate kinase; TbPYK enzyme, Kinase-Glo Plus ATP luminescence, 45 min; Potency, µM (top dose mostly 76.8 µM), for inactives: top-dose activity, negative = inhibition, actives largely listed as inhibitors; Q57TT1; actives 0.12% (n = 410,000); also: potency is read from the fitted curve at half-maximal effect; % is scaled to controls: 0 for no effect and ±100 for the full control effect; nearly all actives have a fitted effect of over 50% in size
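Assay buffer: 50 mM TEA pH 7.2, 100 mM KCl, 10 mM MgCl2, 0.05% BSA, 0.01% Tween-20. Pyruvate kinase from T. brucei plus substrate met compound, then ADP (130 uM final). Luminescence was read post 45 min RT.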
Cycloheximide cs = counter-screen for Shiga toxin inhibitors: cycloheximide protein synthesis inhibition | actives 12% (n = 300,000) | AID 2314 | cell reporter, cycloheximide protein synthesis inhibition counterscreen | max response, %; in the data active = max response mostly above about 13%, no sharp cut-off; inactive = mostly below about 14%; also: read at 38.3 µM for the half of the compounds with a filed dose; 0% is about no effect
Pf growth 96h = inhibits malaria parasite growth, 96 h. P. falciparum luciferase reporter growth, 96 h. Potency, µM (series often up to 28.7 µM), inactives show at the highest dose activity change, negative = inhibition, actives largely listed as inhibitors. actives 6.9% (n = 320,000); also: potency is read from the fitted curve at half-maximal effect; % is scaled to controls: 0 for no effect and ±100 for the full control effect
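Two-generation exposure (96 h) targets delayed-death phenotype. Reporter parasites carrying integrated firefly luciferase, in red cells at 2% hematocrit and 0.05% parasitemia final, kept at 37 C, 5% CO2; luminescence loss indicates inhibition.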
Pf growth 48h = inhibits P. falciparum growth in the first generation, 48 h | P. falciparum luciferase growth in erythrocytes, 48 h | Potency, µM (series often up to 28.7 µM), without a hit: at the highest dose activity change, negative = inhibition, hits mostly inhibitors | actives 5.9% (n = 310,000); also: potency is read from the fitted curve at half-maximal effect; % is scaled to controls: 0 for no effect and ±100 for the full control effect
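Here the parasites carry a stable luciferase gene and grow inside erythrocytes in Albumax-based RPMI medium with compound for one erythrocytic cycle. Activity is scored as loss of luminescent signal.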
Shiga inhibitor = Shiga toxin inhibition. Vero cells, Shiga toxin protein synthesis inhibition reporter. inhibition, % at 38.7 µM. actives 9.2% (n = 290,000). AID 2315; in the data active = inhibition mostly above about 28%, no sharp cut-off; inactive = mostly below about 43%; also: 0% is about no effect
LmPK inh = LmPK (Leishmania mexicana) enzyme inhibition | Q27686 | purified LmPK, Kinase-Glo ATP luminescence, 1 h | Potency, µM (titrated, usually from 57.5 µM), without a hit: at the highest dose activity change, negative = inhibition, most hits filed as inhibitors | actives 0.37% (n = 290,000) | AID 1721; also: potency is read from the fitted curve at half-maximal effect; % is scaled to controls: 0 for no effect and ±100 for the full control effect
Target sequence (Q27686 whole entry, looked up): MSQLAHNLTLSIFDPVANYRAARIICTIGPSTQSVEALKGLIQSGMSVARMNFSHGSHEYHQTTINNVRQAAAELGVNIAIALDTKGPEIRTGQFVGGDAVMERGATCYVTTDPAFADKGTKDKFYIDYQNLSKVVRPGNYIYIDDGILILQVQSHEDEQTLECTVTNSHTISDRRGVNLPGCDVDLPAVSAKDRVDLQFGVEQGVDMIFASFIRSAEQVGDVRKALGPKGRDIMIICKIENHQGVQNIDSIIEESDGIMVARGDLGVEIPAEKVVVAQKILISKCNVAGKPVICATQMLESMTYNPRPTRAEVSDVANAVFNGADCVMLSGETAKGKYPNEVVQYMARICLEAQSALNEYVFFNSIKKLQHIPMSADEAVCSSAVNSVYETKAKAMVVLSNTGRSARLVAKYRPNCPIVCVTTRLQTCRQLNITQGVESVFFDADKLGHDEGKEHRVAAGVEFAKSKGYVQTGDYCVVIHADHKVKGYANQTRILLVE
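In 50 mM imidazole pH 7.2 with 7 mM MgCl2, LmPK (0.1 nM) turned over PEP (0.5 mM) and ADP (0.1 mM) for 1 h at room temperature. Luciferase read-out of ATP.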
The depositor's hits bear a star; ? = inconclusive; . = not tested or not shown; [ ] = remark or other dose. Unless noted, calls follow the shape of the dose curve; as a rule, active = well fitted curve in the direction sought with a large enough effect; inconclusive = small, poorly fitted or top-dose-only effect, or another doubt; inactive = no such curve, though single readings can be large; an effect the other way counts as inactive or inconclusive.

1: N#Cc1cn(Cc2ccccc2)c(=O)[nH]c1=O
2: CCOC(=O)N1CCN(C(=O)CSc2ccc(-c3ccccc3)nn2)CC1
3: C=CCOc1ccc(Br)cc1/C=N/O
4: CCC(C)(C)NC(=O)C(c1ccc(OC)cc1)N(C(=O)CCC(=O)Nc1cc(C)on1)c1ccccc1F (configuration not stated)
5: CC12CCC(=O)N1C(C(=O)Nc1nc3ccc(F)cc3s1)CS2 (configuration not stated)
6: CCOC(=O)c1c(/N=C/N(C)C)sc(C)c1C
entry no.,1,2,3,4,5,6
Pf growth 96h,5%,?,26%,?,22%,3%
Cycloheximide cs,-8,8,-6,-1,.,6
Shiga inhibitor,-19,35,-32,-8,.,-5
Pf growth 48h,7%,0%,.,?,17%,-18%
TbPYK inhibitor,6%,4%,-9%,2%,0%,-9%
LmPK inh,1%,14%,4%,-7%,.,-2%
AMA1 RON2 block,17%,-18%,2%,-1%,-1%,-10%

7: CCOc1cc(C2Nc3ccccc3NC3=C2C(=O)CC(C)(C)C3)ccc1OC(C)=O (configuration not stated)
8: COc1cccc(C(=O)NCCSc2c(C)[nH]c3ccccc23)c1OC
9: Cn1c(=O)c(C(=O)CSc2nnc(Nc3ccccc3)s2)c(N)n(Cc2ccccc2)c1=O
10: Cc1cc(C)n(-c2nnc(N3CCN(c4ccc(F)cc4)CC3)nn2)n1
11: Cc1cc(C)n2nc(CC(=O)NNC(=O)COc3ccccc3)nc2n1
12: CCc1c(C(=O)NC2CCCC2)csc1C
entry no.,7,8,9,10,11,12
Pf growth 96h,?,?,.,0.37µM*,12%,.
Cycloheximide cs,2,-1,-5,29,-3,6
Shiga inhibitor,7,3,-17,-4,-6,-3
Pf growth 48h,-1%,?,?,?,2%,-9%
TbPYK inhibitor,7%,4%,-16%,0%,-4%,1%
LmPK inh,2%,3%,-3%,-4%,0%,0%
AMA1 RON2 block,24%,-8%,4%,-6%,62%[activator],3%

13: Cc1cc(NC(=O)c2cc([N+](=O)[O-])ccc2Cl)no1
14: COc1ccc2sc(N3C(=O)C4CC=C(C)CC4C3=O)nc2c1 (configuration not stated)
15: COc1ccc(CN2CCNC(=O)C2CC(=O)NC2CCCCC2)c(OC)c1 (configuration not stated)
16: CC1CCCN(C(=O)c2cn(-c3ccccc3)nc2-c2cccnc2)C1 (configuration not stated)
17: N#C/C(=C\c1ccc(-c2ccc(C(=O)O)cc2)o1)C(=O)Nc1ccc(F)cc1
18: N#Cc1cccc(-c2nnc(SCc3ccccc3C#N)o2)c1
entry no.,13,14,15,16,17,18
Pf growth 96h,-21%,11%,9.3µM*,?,9.3µM*,29%
Cycloheximide cs,-2,-2,-2,.,-3,46*
Shiga inhibitor,-9,26,-2,.,21,89*
Pf growth 48h,?,?,-17%,?,-17%,30%[activator]
TbPYK inhibitor,0%,4%,-22%,-11%,-12%,8%
LmPK inh,2%,-2%,-3%,.,-1%,1%
AMA1 RON2 block,4%,1%,14%,0%,-22%,1%

19: Cc1ccc(-c2c(C(=O)N/N=C/c3c[nH]c4ccccc34)nnn2-c2nonc2N)cc1
20: CCN(Cc1ccc2c(c1)OCO2)C(=O)CSc1nc(C)nc2sc(C)c(C)c12
21: Cc1ccc(N2CCN(c3ccc(C)cc3)C2c2ccccn2)cc1
22: CCN(CC)C(=O)CSC(Nc1ccc(F)cc1)=C(C#N)C#N
23: CC1=NN(c2ccccc2)C(=O)/C1=C\c1cc(C)n(C)c1C
24: O=C(Nc1nc(COc2ccccc2)cs1)C1CCC1
entry no.,19,20,21,22,23,24
Pf growth 96h,?,-23%,-4%,0%,9.3µM*,.
Cycloheximide cs,22*,.,22*,-4,29*,37*
Shiga inhibitor,4,.,57*,23,49*,89*
Pf growth 48h,?,?,14%,3%,?,406%[activator]
TbPYK inhibitor,10%,-3%,4%,-6%,-16%,-3%
LmPK inh,0%,.,2%,2%,7%,3%
AMA1 RON2 block,80%[activator],9%,-1%,11%,-30%,21%

25: COC(=O)CN1C2(C#N)CCCCC2CC2CCCCC21C#N (configuration not stated)
26: CCc1nc(CN(C)C(=O)C2CCC(=O)N(CCc3cccc(F)c3)C2)no1 (configuration not stated)
27: CC(OC(=O)c1cccs1)C(=O)NCc1ccco1 (configuration not stated)
28: O=C(NC(=S)NNS(=O)(=O)c1ccccc1)c1ccccc1[N+](=O)[O-]
29: O=[N+]([O-])c1ccccc1COc1ccc(Cl)c2cccnc12
30: Cc1cccc(C)c1OCC(O)CNS(=O)(=O)c1ccccc1C(=O)N1CCOCC1 (configuration not stated)
entry no.,25,26,27,28,29,30
Pf growth 96h,16%,9%,?,35%[activator],16%,-12%
Cycloheximide cs,10,22*,-5,6,23*,-1
Shiga inhibitor,3,33,-4,6,62*,14
Pf growth 48h,18%,7%,3%,9%,162%[activator],-21%
TbPYK inhibitor,3%,-10%,5%,-10%,-4%,0%
LmPK inh,-3%,1%,7%,8%,-16%,-1%
AMA1 RON2 block,9%,11%,19%,27%,-1%,-6%

31: Cc1cc(NC(=O)CSc2ccc(-c3ccc(F)cc3)nn2)no1
32: O=C1CCC(=O)N1c1nc2nc(-c3ccccc3)cc(=O)n2[nH]1
33: Nc1ccccc1Nc1ccc([N+](=O)[O-])cc1[N+](=O)[O-]
34: CC1(C(=O)OCC(=O)Nc2ccccc2Cl)CC1(Cl)Cl (configuration not stated)
35: O=C(Nc1ccccc1C(=O)O)c1cc(S(=O)(=O)N2CCCCCC2)ccc1Cl
36: COCc1cc(C)nc(OCC(=O)N/N=C/c2ccc(OC)c(O)c2)c1C#N
entry no.,31,32,33,34,35,36
Pf growth 96h,?,.,-7%,14%,20%,-17%
Cycloheximide cs,-2,-4,-2,18*,-5,-4
Shiga inhibitor,15,-7,-6,62*,-6,-6
Pf growth 48h,8%,-4%,23%,-22%,-1%,?
TbPYK inhibitor,2%,-5%,14%,0%,11%,2%
LmPK inh,-3%,-10%,6%,-18%,-5%,-1%
AMA1 RON2 block,-1%,1%,?,26%,-1%,21%

37: Cc1ccccc1NC(=O)NC1(C(=O)NCc2ccco2)CCCCC1
38: Cc1cc(C)c2c(=O)c3c(oc2c1)C(=O)N(CCO)C3c1cccc(O)c1 (configuration not stated)
39: CCCS(=O)(=O)N1CCN=C1SCc1ccc(C)cc1
40: Cc1cc(C(=O)Nc2c(C)n(C)n(-c3ccccc3)c2=O)on1
41: CSc1ccc(NC(=O)Nc2cccn(Cc3ccccc3)c2=O)cc1
42: CCc1cc(C(=O)OC)c(NC(=O)CC2Sc3ccc(C(F)(F)F)cc3NC2=O)s1 (configuration not stated)
entry no.,37,38,39,40,41,42
Pf growth 96h,0%,.,1%,4.7µM*,2%,-3%
Cycloheximide cs,-8,-3,18,-7,29*,0
Shiga inhibitor,3,-22,19,-14,64*,-11
Pf growth 48h,-10%,-15%,9%,.,14%,-8%
TbPYK inhibitor,-2%,-2%,-3%,1%,-1%,-7%
LmPK inh,-3%,1%,-1%,-1%,-4%,2%
AMA1 RON2 block,16%,?,12%,10%,-29%,-10%

43: COCCOC(=O)c1[nH]c2c(c1C)C(=O)CC(c1cc(OC)ccc1OC)C2 (configuration not stated)
44: CN1CCN(C(=O)c2ccc(S(=O)(=O)c3ccc(Br)cc3)cc2)CC1
45: N#Cc1ccccc1CSc1nc2ccc(NC(=O)c3ccccc3C(=O)O)cc2s1
46: COCC(=O)N(Cc1cc2ccc(C)cc2[nH]c1=O)c1ccc(C)cc1C
47: CCOc1ccccc1NC1=C(Cl)C(=O)N(c2ccc(OC)cc2)C1=O
48: COc1cc(C)c(NC(=O)COc2ccc3c(c2)OCO3)cc1C
entry no.,43,44,45,46,47,48
Pf growth 96h,?,.,-1%,?,35%[activator],2%
Cycloheximide cs,-2,-4,27*,0,0,20*
Shiga inhibitor,-2,-13,79*,-19,13,49*
Pf growth 48h,2%,-20%,32%[activator],4%,-4%,35%[activator]
TbPYK inhibitor,-2%,-5%,-8%,-1%,3%,3%
LmPK inh,6%,-2%,9%,7%,1%,-3%
AMA1 RON2 block,-4%,2%,-3%,17%,-15%,1%

Reformatted in markdown: entries from further up.
| no. | molecule | Pf growth 96h | Cycloheximide cs | Shiga inhibitor | Pf growth 48h | TbPYK inhibitor | LmPK inh | AMA1 RON2 block |
| --- | --- | --- | --- | --- | --- | --- | --- | --- |
| 32 | O=C1CCC(=O)N1c1nc2nc(-c3ccccc3)cc(=O)n2[nH]1 | . | -4 | -7 | -4% | -5% | -10% | 1% |
| 1 | N#Cc1cn(Cc2ccccc2)c(=O)[nH]c1=O | 5% | -8 | -19 | 7% | 6% | 1% | 17% |

New compounds follow.
49: O=C(O)c1sc2cc(C(F)(F)F)cnc2c1-c1cccs1
50: CN(CC(=O)Nc1ccc(F)cc1)C(=O)COC(=O)c1cc([N+](=O)[O-])ccc1N1CCOCC1
51: COc1cccc(CN(C)C(=O)c2ccccc2Sc2ccccc2C#N)c1
52: CS(=O)(=O)N1CCN(c2ccccc2F)CC1
53: COCc1cc(C)nc(SCc2ccc([N+](=O)[O-])cc2)c1C#N
entry no.,49,50,51,52,53
Pf growth 96h,?,13%,-25%,102%[activator],75%[activator]
Cycloheximide cs,-2,.,9,26,5
Shiga inhibitor,-4,.,-11,-10,.
Pf growth 48h,-5%,-8%,19%,22%,-50%
TbPYK inhibitor,3%,0%,4%,-23%,-3%
LmPK inh,3%,.,-9%,1%,-2%
AMA1 RON2 block,3%,4%,0%,14%,-4%

Filtered by structure: the entries above with an aryl thioether with sulfur outside any ring.
2: CCOC(=O)N1CCN(C(=O)CSc2ccc(-c3ccccc3)nn2)CC1
8: COc1cccc(C(=O)NCCSc2c(C)[nH]c3ccccc23)c1OC
9: Cn1c(=O)c(C(=O)CSc2nnc(Nc3ccccc3)s2)c(N)n(Cc2ccccc2)c1=O
18: N#Cc1cccc(-c2nnc(SCc3ccccc3C#N)o2)c1
20: CCN(Cc1ccc2c(c1)OCO2)C(=O)CSc1nc(C)nc2sc(C)c(C)c12
31: Cc1cc(NC(=O)CSc2ccc(-c3ccc(F)cc3)nn2)no1
41: CSc1ccc(NC(=O)Nc2cccn(Cc3ccccc3)c2=O)cc1
45: N#Cc1ccccc1CSc1nc2ccc(NC(=O)c3ccccc3C(=O)O)cc2s1
entry no.,2,8,9,18,20,31,41,45
Pf growth 96h,?,?,.,29%,-23%,?,2%,-1%
Cycloheximide cs,8,-1,-5,46*,.,-2,29*,27*
Shiga inhibitor,35,3,-17,89*,.,15,64*,79*
Pf growth 48h,0%,?,?,30%[activator],?,8%,14%,32%[activator]
TbPYK inhibitor,4%,4%,-16%,8%,-3%,2%,-1%,-8%
LmPK inh,14%,3%,-3%,1%,.,-3%,-4%,9%
AMA1 RON2 block,-18%,-8%,4%,1%,9%,-1%,-29%,-3%

51: COc1cccc(CN(C)C(=O)c2ccccc2Sc2ccccc2C#N)c1
53: COCc1cc(C)nc(SCc2ccc([N+](=O)[O-])cc2)c1C#N
entry no.,51,53
Pf growth 96h,-25%,75%[activator]
Cycloheximide cs,9,5
Shiga inhibitor,-11,.
Pf growth 48h,19%,-50%
TbPYK inhibitor,4%,-3%
LmPK inh,-9%,-2%
AMA1 RON2 block,0%,-4%

Screening data: PubChem BioAssay, National Center for Advancing Translational Sciences (NCATS)
